# Diaph inh CS: inhibits diaphorase or chemically oxidizes, flagging diaphorase assay artifacts. 190,000 compounds, 0.69% hits. inhibition, % at 20 µM. AID 1217. diaphorase resazurin-to-resorufin fluorescence, NADH, 16 min; bacterial (C. kluyveri) enzyme, not human;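 active = primary screen inhibition at 20 µM above a set limit, cut at about 50% in these data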;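 also: plate controls were DMSO with full reaction for no effect and wells lacking NADH for full effect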
#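 System: Bacterial diaphorase enzyme (C. kluyveri) | Incubation: 16-min room-temperature incubation before reading | Benchmarks: No-NADH positive control and DMSO neutral control | Measured by: Resorufin fluorescence 544/590 nm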
# TNAP inh no acc: inhibitors of human TNAP without phosphate acceptor | 200,000 compounds, 0.26% hits | inhibition, % at 20 µM | purified TNAP, CDP-star luminescence, 30 min | P05186;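 active = tissue-nonspecific alkaline phosphatase inhibition above about 50% at 20 µM in the single-dose screen, limit read from the data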;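 also: 0% = DMSO negative control and 100% = EDTA positive control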
# Target sequence (P05186 whole entry, looked up): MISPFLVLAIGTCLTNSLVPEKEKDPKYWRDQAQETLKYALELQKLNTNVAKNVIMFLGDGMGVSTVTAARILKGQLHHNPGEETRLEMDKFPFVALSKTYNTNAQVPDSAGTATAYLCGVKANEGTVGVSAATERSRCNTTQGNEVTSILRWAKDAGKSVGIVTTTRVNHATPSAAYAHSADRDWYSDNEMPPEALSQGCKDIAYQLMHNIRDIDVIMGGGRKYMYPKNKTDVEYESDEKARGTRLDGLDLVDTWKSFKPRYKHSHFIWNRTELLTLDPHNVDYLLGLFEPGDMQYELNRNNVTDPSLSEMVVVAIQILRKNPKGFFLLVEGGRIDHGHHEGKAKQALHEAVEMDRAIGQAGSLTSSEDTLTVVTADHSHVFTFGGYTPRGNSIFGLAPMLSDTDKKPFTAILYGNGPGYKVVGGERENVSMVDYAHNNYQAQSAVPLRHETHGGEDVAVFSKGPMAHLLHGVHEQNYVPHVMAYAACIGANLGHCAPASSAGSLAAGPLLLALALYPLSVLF
# TNAP act hiacc: increases human TNAP activity under high phosphate acceptor concentration; P05186; purified TNAP, CDP-star luminescence, 1 M DEA, 30 min; stronger effect = higher value; 0 = EDTA background, 1 = DMSO-only activity; activation factor at 20 µM; 200,000 tested, under 10 active; AID 1136;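 active = activation factor at least 2 at 20 µM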
#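 Control set: EDTA negative control, DMSO positive control / Assay system: human TNAP / Quantity: TNAP 1/800 final / Evaluation: TNAP activation factor scaled between EDTA and DMSO control wells / Measured by: luminescent substrate turnover signal / Compound dosing: one dose, 20 µM / Times: 30 min enzyme reaction at room temperature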
# FLuc stim CS: firefly luciferase counter-screen for stimulation assays | P08659 | ATPlite luciferase biochemical, luminescence, 10 min; 0 = ATP-free wells, 1 = DMSO control | activation factor at 10 µM | 200,000 tested, under 10 active | AID 1027;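 active = luciferase activation factor, scaled between plate controls, of at least 2 with compound at 10 µM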
#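 System: Luciferase/luciferin detection reagent, cell-free biochemical luciferase assay | Medium: PBS buffer for ATP | Dosing: Test compounds dosed from 2 mM stocks in 100% DMSO | Timing: 10 min at ambient temperature | Signal: Luminescence measurement of luciferase light output | Evaluation: Luciferase activation, seen as luminescence increase over controls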
# HMGR II inh: inhibitors of class II HMG-CoA reductase from Enterococcus faecalis. purified E. faecalis HMGR, NADPH absorbance 340 nm kinetic. inhibition, % at 10 µM. AID 1066. 190,000 compounds, 0.41% hits;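 active = inhibition above a set limit, the median over all tested compounds plus 3 SD, cut at about 9.5% in these data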;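 also: enzyme runs in reverse so mevalonate oxidation gives rising NADPH absorbance; 0% = complete reaction with DMSO and 100% = background rate lacking mevalonate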
# Diaphorase act: counter-screen for diaphorase-based assays: diaphorase activators and chemical reducers | Diaphorase/resazurin coupled assay, resorufin fluorescence, 16 min; stronger effect = higher value; 1 = vehicle wells, 0 = NADH-free wells | activation factor at 20 µM | 190,000 compounds, 0.005% hits;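 active = diaphorase activity raised at least twofold by the compound at 20 µM; inactive = activation factor below 2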
#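 Test system: Clostridium kluyveri diaphorase, purified enzyme; input: enzyme 0.07 U/mL final; buffer or medium: 50 mM HEPES pH 7.4 with 4.542 mM MgCl2, 0.005% Tween 20; also added: 0.114 mM NADH and 0.1 mM resazurin, final amounts; schedule: 16 min enzyme reaction, ambient temperature; technique: fluorescence of resorufin, 544 nm excitation, 590 nm emission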
# PMI act satM6P: increases human PMI activity with near-saturating mannose 6-phosphate | AID 1216 | activation factor at 20 µM | coupled PMI enzyme assay, resazurin fluorescence, 20 min; stronger effect = higher value; 1 = untreated enzyme, 0 = substrate-free blank | P34949 | 190,000 compounds, 0.34% hits;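 active = activation factor of 2 or more at 20 µM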
# Target sequence (P34949 whole entry, looked up): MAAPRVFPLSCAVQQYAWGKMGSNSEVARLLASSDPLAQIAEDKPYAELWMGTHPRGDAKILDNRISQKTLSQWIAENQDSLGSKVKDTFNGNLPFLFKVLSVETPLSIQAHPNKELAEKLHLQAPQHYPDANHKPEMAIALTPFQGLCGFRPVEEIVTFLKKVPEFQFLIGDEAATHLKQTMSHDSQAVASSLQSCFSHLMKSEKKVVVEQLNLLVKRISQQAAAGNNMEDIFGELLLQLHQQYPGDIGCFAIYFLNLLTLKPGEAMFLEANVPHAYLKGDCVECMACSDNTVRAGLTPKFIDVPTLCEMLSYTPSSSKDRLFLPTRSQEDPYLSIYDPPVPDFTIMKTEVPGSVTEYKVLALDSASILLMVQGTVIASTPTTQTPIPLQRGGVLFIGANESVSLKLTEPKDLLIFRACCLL
#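 Material: human phosphomannose isomerase with PGI, G6PDH, diaphorase coupling enzymes. Quantity: 15 ng/mL PMI. Medium: HEPES pH 7.4 buffer with MgCl2 and Tween-20. Reagent: Near-saturating mannose-6-phosphate, 1.0 mM. Compound: 20 µM single dose. Times: enzyme reaction with compound 20 min at room temperature. Detection: resorufin fluorescence at Ex 544/Em 590 nm.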
# G6PDH CS: counter-screen for G6PDH assay hits: L. mesenteroides G6PDH inhibition; Purified L. mesenteroides G6PDH, diaphorase/resazurin coupled fluorescence, 45 min; inhibition, % at 5 µM; 200,000 compounds, 0.12% hits; in the data active = inhibition above about 50%
# TNAP inh hi DEA: blocks human TNAP under high phosphate acceptor concentration; 200,000 compounds, 0.03% hits; purified TNAP, CDP-star luminescence, 1 M DEA; inhibition, % at 20 µM; AID 1135;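 active = over 50% inhibition of tissue-nonspecific alkaline phosphatase at 20 µM in the single-dose screen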;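 also: plate controls were DMSO wells for no effect and EDTA-quenched wells as full inhibition for full effect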
# PMI act: increases human mannose-6-phosphate isomerase activity; AID 1214; 190,000 compounds, 0.005% hits; purified human PMI, coupled resazurin fluorescence, 20 min; stronger effect = higher value; 1 = vehicle control, 0 substrate-free wells; activation factor at 20 µM;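 active = activation factor of 2 or more at 20 µM, relative to plate controls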
# Numbers without * were called inactive.
SMILES,Diaph inh CS,TNAP inh no acc,TNAP act hiacc,FLuc stim CS,HMGR II inh,Diaphorase act,PMI act satM6P,G6PDH CS,TNAP inh hi DEA,PMI act
CC(C)(C)NC(=O)CN(C(=O)Cn1nnc(-c2ccc(Cl)cc2)n1)C1CCN(Cc2ccccc2)CC1,12,-4,1,1,4,0.9,0.9,4,-2,0.8
Cc1ccc(C(=O)OCC(=O)N(C)C2CCS(=O)(=O)C2)cc1[N+](=O)[O-] (stereo not drawn),-9,-9,1,1,-3,1.1,1.1,4,-1,1.1
O=C(OCC(=O)N1CCN(C(=O)c2ccco2)CC1)c1sc2ccccc2c1Cl,19,-10,1.1,1.1,1,0.8,1,17,-6,1
Cc1cc(N2CCC(C)CC2)c(F)cc1[N+](=O)[O-],8,-5,1,1.1,-7,0.9,0.9,-19,1,0.9
COCCNC(=O)Cn1nc(C(F)(F)F)cc1C,15,7,1,1,-9,0.8,0.8,18,3,0.8
COC(=O)c1sc(NC(=O)COc2ccc(C)cc2)nc1C,14,-22,1.1,1,-1,0.9,1,0,-7,1
CCOc1ccccc1NC(=O)CCN1CCN(S(=O)(=O)c2ccc(Br)cc2)CC1,16,-8,1,1,3,0.8,0.9,-35,-2,0.9
Cn1c2ccccc2c2cc(C(=O)NNC(=O)CCl)sc21,13,-63,1,1.1,-4,0.9,1,-4,-4,1.2
O=S(=O)(Nc1ccc(Cl)cn1)c1cccc(S(=O)(=O)c2ccccc2)c1,13,-2,1,1.1,-8,0.9,1,8,0,1
Cc1ncc(CC(=O)n2cc(C(=O)c3cc(F)ccc3O)cn2)s1,9,6,1,1,-6,0.9,0.9,6,-1,0.9
O=C(CSc1nc(C2CCCCC2)n(-c2ccccc2)n1)NCCN1C(=O)CSC1=O,3,-15,1,1,-5,1,1,-5,-2,1
CCOc1cc(C(=O)NCCCn2ccnc2)cc(OCC)c1OCC,11,-5,1.1,1,1,0.9,0.8,1,-5,0.9
CCc1ccc2[nH]c(=O)c(C(c3nnnn3Cc3ccc(OC)cc3)N3CCOCC3)cc2c1 (stereo not drawn),23,-17,1.1,1.1,1,0.8,0.9,-4,-11,1
CC12C(=O)N(c3ccccc3C(=O)O)C(=O)C1C1C=CC2C1 (stereo not drawn),-4,-12,1,1,-3,1,1.1,10,-4,1
COC(=O)C1=C(C)NC(C)=C(C(=O)OC)C1C(=O)OC1CCCCC1=O (stereo not drawn),11,-5,1.1,1.1,-4,0.9,1,-11,-5,1
CC(C)N1C(=O)C2C(C(=O)NCc3ccccc3)C3C=CC2(O3)C1C(=O)NC(C)(C)C (stereo not drawn),9,-4,1,1,-10,0.9,1,-1,0,1
S=C1NC(c2ccccc2)=CC(c2ccccc2)N1 (stereo not drawn),-4,0,1,1,0,1,1.1,2,1,1.3
CCOC(=O)c1c(C)n(C)c2ccc(OCCN(C)C)cc12,9,-6,1,1,5,0.9,1,1,-2,1
CC1CCC(N2CCNCC2)CC1 (stereo not drawn),8,16,1,1,-1,0.9,1.1,9,-2,1.1
CSc1ccccc1C(=O)Nc1cccc([N+](=O)[O-])c1,2,-6,1,1,0,1,1,7,-2,1
CCOc1cc(NC(=O)c2ccco2)c(OCC)cc1NC(=O)c1cc(OC)c(OC)c(OC)c1,1,-8,1,1,0,1,1,7,-1,0.9
O=C(O)/C=C/C(=O)NC1CC1,6,-9,1,1.1,1,0.9,1.2,6,0,1.1
Cc1cnc(NC(=O)CCCc2nc3ccccc3s2)s1,8,-12,1,1,1,0.9,1,0,-4,0.9
Cc1cccc(CN2CCN(Cc3nc4c(s3)CCCC4)CC2CCO)n1 (stereo not drawn),12,-10,1,1.1,0,0.9,1,4,-4,0.9
COc1ccccc1C(CC(=O)Nc1nccs1)c1ccco1 (stereo not drawn),18,-14,1.1,1.1,-7,0.8,1.1,-4,-8,1.1
O=C(NC1CC2CCCC(C1)N2S(=O)(=O)c1ccccc1)C1CCCCC1 (stereo not drawn),-1,-1,1,1,1,1,1,8,2,0.9
N#CC(C(=O)NCc1ccccc1)c1nc2ccccc2nc1N1CCCC1 (stereo not drawn),15,4,0.9,1,-5,0.8,1.3,8,10,1.3
c1coc(Cn2c(SCc3nc4ccccc4[nH]3)nnc2-c2cnccn2)c1,24,-12,1.1,1,-7,0.8,1.1,7,-9,1
CCN(CC)S(=O)(=O)c1ccc(OCC(=O)NCc2ccccc2)cc1,1,-9,1,1,-5,1,1.1,-3,-3,1
Cc1ccc(NC(=O)CC2SC3=NCCCN3C2=O)c(C)c1 (stereo not drawn),5,-10,1,1.1,2,0.9,1.1,0,2,1.1
CC(=Nc1ccccc1)C1=C(O)CSC1=O,27,-10,1.1,1,-5,0.7,1,5,-5,0.9
Cc1cccc(C(=O)Nc2onc(C)c2C#N)c1,-19,-7,1,1,-6,1.2,1.1,4,-4,1.1
CC(CCc1ccccc1)NC(=O)c1ccc(NC(=O)c2ccccc2)cc1 (stereo not drawn),7,-18,1,1.1,-9,0.9,0.9,4,-3,0.9
COc1ccc(CCNC(=O)CSc2nnc(-c3cccc(F)c3)o2)cc1OC,20,-3,1,1,0,0.8,0.9,3,-1,0.9
C[C@@H]1CCC[C@@]2(O[C@H](CCO)C[C@@H](O)[C@@H]2O)O1,6,-10,1,1,-4,0.9,1.1,6,-2,1
CCOC(=O)c1c(N2C(=O)C3C4C=CC(O4)C3C2=O)sc2c1CCCC2 (stereo not drawn),17,-7,1,1,2,0.8,1.2,-9,0,1
CC1(C2CC2)NC(=O)NC1=O (stereo not drawn),6,-6,1,1,-3,0.9,1.1,4,2,1.1
CC(=O)c1cccc(NC(=O)CCS(=O)(=O)c2ccc(Br)s2)c1,-1,-14,1,1,5,1,1,-4,0,1
CCCCOc1ccc(-c2nnn(CC(=O)Nc3ncc(CC(=O)OCC)s3)n2)cc1,27,1,1,1.1,5,0.7,0.9,-22,-2,0.8
CCCOP(=O)(c1ccc(N(C)C)cc1)C(O)c1cccnc1 (stereo not drawn),12,-11,1,1,-5,0.9,1.1,0,-4,1
CC(=O)c1cccc(NC(=O)C2CCCN2S(=O)(=O)c2cccc3cccnc23)c1 (stereo not drawn),26,-11,1.1,1,2,0.7,1,6,-7,0.9
CC(C)Oc1cccc(C(=O)NC(=S)Nc2cccc(NC(=O)c3ccccc3Cl)c2)c1,26,-9,1,1,1,0.7,1,-22,-3,0.9
Cc1ccc([N+](=O)[O-])cc1NC(=O)Cc1cccs1,15,3,1,1,-3,0.8,1,4,5,1.3
O=C(c1cccc(F)c1)N1CCN(S(=O)(=O)c2ccccc2)CC1,7,-14,1,1,-2,0.9,1,3,-3,1.1
N#Cc1ncc(C(F)(F)F)cc1Sc1ccc(N)cc1,7,-25,1.1,1,-6,0.9,1,20,-6,0.9

# Results in PMI act and HMGR II inh, for five of the compounds above:
canonical_smiles | PMI act | HMGR II inh
CCCCOc1ccc(-c2nnn(CC(=O)Nc3ncc(CC(=O)OCC)s3)n2)cc1 | 0.8 | 5
CCCOP(=O)(c1ccc(N(C)C)cc1)C(O)c1cccnc1 (stereo not drawn) | 1 | -5
CC(=O)c1cccc(NC(=O)C2CCCN2S(=O)(=O)c2cccc3cccnc23)c1 (stereo not drawn) | 0.9 | 2
CC(C)Oc1cccc(C(=O)NC(=S)Nc2cccc(NC(=O)c3ccccc3Cl)c2)c1 | 0.9 | 1
Cc1ccc([N+](=O)[O-])cc1NC(=O)Cc1cccs1 | 1.3 | -3

# The list continues:
SMILES,Diaph inh CS,TNAP inh no acc,TNAP act hiacc,FLuc stim CS,HMGR II inh,Diaphorase act,PMI act satM6P,G6PDH CS,TNAP inh hi DEA,PMI act
CCOC(=O)Cn1c(C)nc2c(C(=O)OCC)sc(C)c2c1=O,10,-6,1,1,-1,0.9,0.8,7,-1,0.9
COCC(=O)N1CCCC(C(=O)c2ccc3c4c(cccc24)CC3)C1 (stereo not drawn),14,-8,1,1,-2,0.9,0.8,7,-4,0.9
Cc1nn(C)c(C)c1S(=O)(=O)N1CCCC(C(=O)NCC2COc3ccccc3O2)C1 (stereo not drawn),9,-9,1,1,-7,0.9,1,1,3,1
O=C(Nc1ccc2c(c1)OCO2)C1CCN(S(=O)(=O)c2ccc3c(c2)OCCO3)CC1,27,-10,1.1,1.1,1,0.7,0.9,0,-8,0.9
O=S(=O)(NC1c2cccc3cccc(c23)C1N1CCNCC1)c1ccccc1 (stereo not drawn),36,-12,1,1.1,1,0.6,0.8,-24,-3,0.8
Cc1c(O)ccc(C(=O)CN2CCN(Cc3ccc4c(c3)OCO4)CC2)c1O,4,-10,1,1,-1,1,1,9,-2,0.9
O=c1/c(=C/c2ccco2)sc2n1CN(c1cccc(Br)c1)CN=2,13,-3,1,1,-8,0.9,1,2,-1,0.9
O=C(COc1cccc(-n2cnnn2)c1)Nc1ccccc1,-7,-10,1,1,2,1.1,1.1,2,-3,1.1
CCOC(=O)c1ccc(CC2S/C(=C(\C#N)C(C)=O)NC2=O)cc1 (stereo not drawn),12,-10,1,1,2,0.9,1,11,0,1
Cc1cc(C)c(C)c(OCCCN(C)C)c1,6,-12,1,1,2,0.9,1,4,-3,1
Cc1ccc2nc(SC(C)C(=O)NC3CCCc4ccccc43)[nH]c2c1 (stereo not drawn),15,-18,1,1.1,-1,0.9,1,-8,0,0.8
O=C(COc1ccc(-c2ccccc2)cc1)NNC(=O)NC1CCCCC1,-4,-54,1,1,-1,1,0.9,4,-2,1
O=c1c2[nH]c3ccc(F)cc3c2nc2n1CCCS2,7,-7,1,0.9,-2,0.9,1,4,0,1
O=C(NC(=S)NNC(=O)c1cc2ccccc2cc1O)c1ccco1,41,-120,1,0.9,-2,0.6,1.2,-4,1,1.1

# Assay outcomes (PubChem BioAssay)
